From PubChem BioAssay
MPTP block: blocks calcium-induced mitochondrial swelling; inhibition, % at 10 µM; actives 1.4% (n = 360,000); isolated mouse mitochondria, Ca2+ swelling absorbance, 30 min;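 active = inhibition of 50% or more, scaled per plate between neutral and stimulator controls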;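 also: 0% = DMSO wells given calcium and 100% = 1 mM EGTA wells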
NR3A LBD binder: modulates the human NR3A ligand-binding domain. NR3A LBD differential scanning fluorimetry, Tm shift; 0% = protein alone, 100% = glycine-bound protein. Tm shift relative to glycine control, % at 25 µM. actives 2.5% (n = 340,000);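 active = melting temperature shift of at least 10% of the positive control shift, at one fixed dose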
SENP7 block: SENP7 protease inhibition | Q9BQF6 | recombinant SENP7, Z-RLRGG-aminoluciferin luminescence, 40 min | inhibition, % at 5 µM | actives 1.5% (n = 330,000);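 active = inhibition above about 50% at the single test dose, limit read from the data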;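 also: plate controls were DMSO with enzyme for no effect and no enzyme buffer wells for full effect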
Target sequence (Q9BQF6 706-1050 limits assumed): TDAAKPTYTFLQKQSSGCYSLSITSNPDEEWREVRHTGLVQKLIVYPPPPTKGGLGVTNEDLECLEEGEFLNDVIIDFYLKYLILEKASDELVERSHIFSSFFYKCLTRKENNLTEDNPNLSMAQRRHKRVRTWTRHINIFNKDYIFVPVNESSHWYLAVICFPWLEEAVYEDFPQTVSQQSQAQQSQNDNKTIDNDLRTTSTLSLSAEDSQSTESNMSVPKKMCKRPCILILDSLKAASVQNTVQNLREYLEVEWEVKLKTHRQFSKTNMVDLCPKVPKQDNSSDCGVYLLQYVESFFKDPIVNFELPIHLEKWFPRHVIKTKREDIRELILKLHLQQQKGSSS
HKDC1 inh: blocks human hexokinase HKDC1 activity. Q2TB90. recombinant HKDC1, G6PDH/diaphorase resazurin coupled fluorescence. inhibition, % at 20 µM. actives 0.16% (n = 340,000). AID 493160;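 active = inhibition above about 35% when tested at 20 µM, limit read from the data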;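 also: plate controls were DMSO wells with enzyme for no effect and DMSO wells lacking enzyme for full effect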
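Material – in-house recombinant HK5 (HKDC1) enzyme · Quantity – HKDC1 at 5 µg/mL · Buffer or medium – pH 8.0 Tris buffer with 10 mM MgCl2 · Reagent – glucose with 1 mM ATP · Dosing – single 20 µM dose · Times – reaction time 90 min, room temperature, protected from light · Technique – resorufin fluorescence at 613 nm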
ATG4B inhibitor: inhibitors of human ATG4B cysteine protease | ATG4B cleavage of LC3-PLA2, NBD-HPC fluorescence, 1 h | AID 504462 | inhibition, % at 8.33 µM | actives 0.51% (n = 340,000) | Q9Y4P1; in the data active = inhibition above about 40%
Target sequence (Q9Y4P1 whole entry, looked up): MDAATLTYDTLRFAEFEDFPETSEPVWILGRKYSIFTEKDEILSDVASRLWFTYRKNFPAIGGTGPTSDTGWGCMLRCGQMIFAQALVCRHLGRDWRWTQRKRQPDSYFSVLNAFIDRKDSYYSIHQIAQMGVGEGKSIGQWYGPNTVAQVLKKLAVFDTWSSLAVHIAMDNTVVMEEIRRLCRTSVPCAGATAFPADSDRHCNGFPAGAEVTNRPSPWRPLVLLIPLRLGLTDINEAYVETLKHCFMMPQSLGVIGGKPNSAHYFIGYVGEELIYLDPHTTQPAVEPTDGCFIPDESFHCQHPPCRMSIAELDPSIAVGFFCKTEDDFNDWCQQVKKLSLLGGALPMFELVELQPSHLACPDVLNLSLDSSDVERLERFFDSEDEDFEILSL
SENP8 block: inhibitors of human SENP8 protease | Q96LD8 | recombinant SENP8, Nedd8 substrate fluorescence | inhibition, % at 20 µM | actives 0.64% (n = 360,000); in the data active = inhibition mostly above about 40%, no sharp cut-off; inactive = mostly below about 27%
Target sequence (Q96LD8 whole entry, looked up): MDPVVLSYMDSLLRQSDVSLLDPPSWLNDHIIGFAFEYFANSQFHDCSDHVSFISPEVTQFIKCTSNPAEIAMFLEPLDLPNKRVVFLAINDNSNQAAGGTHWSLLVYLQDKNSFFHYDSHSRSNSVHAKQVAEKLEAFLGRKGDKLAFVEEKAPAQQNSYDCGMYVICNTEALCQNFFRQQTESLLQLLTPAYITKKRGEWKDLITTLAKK
PfGluPho inh: PfG6PD (Plasmodium falciparum) enzyme inhibition; inhibition, % at 20 µM; PfGluPho enzyme, NADPH resazurin-diaphorase fluorescence; actives 0.78% (n = 350,000); AID 504690;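 active = inhibition reaching at least a set limit at 20 µM in the primary screen, cut at about 59% in these data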;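 also: 0% = DMSO wells with substrate and 100% = DMSO wells lacking glucose-6-phosphate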
SENP6 inh: SENP6 protease inhibition; Q9GZR1; inhibition, % at 10 µM; actives 1.8% (n = 330,000); Recombinant SENP6 catalytic domain, aminoluciferin luminescence;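 active = inhibition above about 50% at the single tested dose, limit read from the data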;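 also: plate controls were DMSO wells with enzyme for no effect and DMSO wells lacking enzyme for full effect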
Starred values were filed as active, the others as inactive; · = no result given.

SMILES	MPTP block	NR3A LBD binder	SENP7 block	HKDC1 inh	ATG4B inhibitor	SENP8 block	PfGluPho inh	SENP6 inh
Cc1ccc(NC(=O)C2CCCN2C(=O)NC2CCCCC2)c(C)c1 (stereo unspecified)	0.6	3	5	2	-18	0	1	-11
COc1ccc(Cl)cc1C(=O)n1nc(C)cc1C	0.6	0	-1	-8	-5	26	-2	-10
Cc1ccc(-n2ncc3c(=O)n(CC(=O)N(C(C)C)C(C)C)cnc32)cc1	0.3	-1	-4	-7	-7	6	5	-1
COc1ccc(CCNS(=O)(=O)c2cc3c4c(c2)C(C)C(=O)N4CCC3)cc1OC (stereo unspecified)	-1.4	-1	-5	1	-3	10	-6	7
NC(=O)Nc1ccc(C(=O)OCC(=O)Nc2ccc([N+](=O)[O-])cc2C(F)(F)F)cc1	5.9	-1	2	6	2	15	-5	-16
CCN(CC)CCN(Cc1cc2cc3c(cc2[nH]c1=O)OCCO3)C(=S)NCC1CCCO1 (stereo unspecified)	-2.9	1	-3	-3	-4	-206	-11	-6
O=C(O)/C=C/c1ccccc1Oc1ccc(Cl)cc1Cl	-1.5	-2	1	14	41*	4	-44	6
CCC(C)C(NS(=O)(=O)c1ccc(C)cc1)C(=O)NCCCN1CCOCC1 (stereo unspecified)	-0.9	0	7	-5	6	18	-8	-1
Cn1c(NC(=O)c2ccccc2)nc2ccccc21	0.0	-1	77*	-7	4	-27	-22	76*
CCc1ccc(-c2nc(SCC(=O)NC3CC3)n[nH]2)cc1	-1.0	1	-4	-2	0	8	15	-15
CCCCn1c(SCC(=O)Nc2cc(NC(=O)c3ccco3)ccc2C)nc2ccccc2c1=O	5.6	-5	4	0	39	2	-16	-11
CN(c1ccc(OCC(=O)NC2=NCCS2)cc1)S(=O)(=O)c1ccc(F)cc1	0.9	0	-8	-1	-9	24	5	-2
COc1ccc(NC(=O)Nc2cccc3c2O[C@H](CN(C)S(=O)(=O)c2ccc(OC)cc2)[C@@H](C)CN([C@H](C)CO)C3=O)cc1	0.4	0	7	3	·	2	22	-14
Cc1cc(OCC[N+]2(C)CCCCC2)nc2ccccc12	-7.1	0	0	8	9	22	4	-23
Cc1ccccc1-n1nc2c(c1NC(=O)c1ccc(S(=O)(=O)N(C)C)cc1)CSC2	1.5	-1	9	2	-2	2	-12	-10
CCCc1nc(N)c(C#N)c(-c2ccco2)c1CC	0.4	0	-5	-9	0	-288	-7	-19
Cc1c(C(=O)C(=O)N2CC=C(c3ccccc3)CC2)c2ccccc2n1C	-0.4	0	-4	-2	8	3	-5	-1
C#CCOCCOCCOCCNc1nc(N2CCN(C(=O)[C@H](CCCCN)n3cc(CCC(=O)O)nn3)CC2)nc(N2CCN(C(=O)[C@H](CCCCN)n3cc(CC(C)O)nn3)CC2)n1 (stereo partly specified)	-1.6	2	-11	-8	-3	6	8	-18
C/C(CCc1ccc2c(c1)OCO2)=N\NC(=S)NC(C)C	-1.2	-2	-6	0	-5	4	5	-3
COc1cccc(CNC(=O)Cn2ccc3cc(S(=O)(=O)N4CCCCCC4)ccc32)c1OC	-0.5	2	-2	-3	-16	13	-4	6
COc1ccc(S(=O)(=O)CCC(=O)NCCc2ccc(S(N)(=O)=O)cc2)cc1	-0.4	0	0	-5	3	10	-9	-2
CC1CCCC(C)N1C(=O)COC(=O)c1cc(=O)[nH]c2ccccc12 (stereo unspecified)	-0.7	0	-5	-2	-7	-250	8	-2
COc1ccc(C(C)C)cc1S(=O)(=O)n1cnc(C)c1	0.0	-1	-4	-3	1	18	1	21
CC(C)COP(=O)(OCC(C)C)C(O)c1ccccc1F (stereo unspecified)	-0.8	1	5	-5	11	11	-3	3

Structures above with a furan ring, fused or not (two):
SMILES	MPTP block	NR3A LBD binder	SENP7 block	HKDC1 inh	ATG4B inhibitor	SENP8 block	PfGluPho inh	SENP6 inh
CCCCn1c(SCC(=O)Nc2cc(NC(=O)c3ccco3)ccc2C)nc2ccccc2c1=O	5.6	-5	4	0	39	2	-16	-11
CCCc1nc(N)c(C#N)c(-c2ccco2)c1CC	0.4	0	-5	-9	0	-288	-7	-19

(more compounds)
SMILES	MPTP block	NR3A LBD binder	SENP7 block	HKDC1 inh	ATG4B inhibitor	SENP8 block	PfGluPho inh	SENP6 inh
C[C@@H](O)C(C(=O)N1CCNCC1)n1cc([C@@H](N)CCCCN)nn1 (stereo partly specified)	0.8	0	-1	-2	-1	-2	13	0
COc1ccc(CC(=O)Nc2c(C(=O)N3CCN(c4ncccn4)CC3)oc3ccccc23)cc1OC	0.0	-1	0	-6	-6	10	5	-14
CN(C)CCOC(=O)CCCCCCCCC(=O)OCCN(C)C	3.3	2	2	-10	-11	10	-7	-7
c1cnc2ccc(C(c3nnnn3C3CCCCC3)N3CCN(C4CCCCC4)CC3)cc2c1 (stereo unspecified)	-1.0	0	-2	-7	5	-5	11	11
CC(C)(C)OC(=O)N1CCN(C(=O)Cn2cc(CCO)nn2)CC1	5.1	-2	-2	-7	2	7	2	-8
O=C(OCCCc1cc2ccccc2c(=O)o1)c1ccc(C(F)(F)F)cc1	0.3	-5	2	1	0	-4	5	-4
O=C(c1ccco1)N1CCN(CC(=O)N(C2CCCCC2)C2CCS(=O)(=O)C2)CC1 (stereo unspecified)	1.4	0	-2	1	1	14	-17	-17
C=CCN1C(=O)C(CC(=O)Nc2ccccc2F)S/C1=N\c1nccs1 (stereo unspecified)	1.1	0	-2	-8	-7	13	3	-11
COc1ccc(CC(=O)N[C@@H]2c3cc(OC)c(OC)cc3C[C@H]2O)cc1	0.5	-2	11	-6	-3	2	1	·
COC(=O)C(Cc1ccccc1)NC(=O)c1cccc(S(=O)(=O)N(C)C)c1 (stereo unspecified)	-0.7	-4	-1	-11	-7	2	5	-22
CS(=O)(=O)c1ccc(C(=O)Nc2nc(-c3ccco3)c(-c3ccco3)s2)cc1	1.5	19*	-13	9	-8	-4	24	-65
O=C(COc1ccccc1)Nc1nn[nH]n1	-1.0	3	-1	-5	4	9	-19	-4
CCN(C[C@H]1N[C@@](CC)(C(=O)OC)[C@H]2C(=O)N(Cc3ccccc3)C(=O)[C@@H]12)C(=O)NC(C)C	-1.0	1	2	-7	-3	7	4	10
COc1ccc(CN2C(=O)CCCc3ccccc32)cc1	-1.0	0	-2	6	0	19	0	-9
Fc1ccccc1-c1nc(NCc2ccccc2)c2ccccc2n1	15	-2	13	-4	4	18	-8	-4
Cc1cc(OCC(O)CN2C(C)CCCC2C)ccc1C(C)C (stereo unspecified)	-0.4	-1	-1	-4	-3	18	-11	-16
NC(=O)CC[C@@H]1NC(=O)[C@@H]2CCCN2C(=O)c2cc([N+](=O)[O-])cc(I)c2NCCC[C@@H](C(=O)NC(CC(=O)O)C(N)=O)NC1=O (stereo partly specified)	·	-1	5	0	-5	·	12	11
Cc1ccc(S(=O)(=O)N2CCOCC2)cc1NC(=O)COC(=O)C1COc2ccccc2O1 (stereo unspecified)	1.3	-3	5	-4	0	8	-13	-5
CCCNc1nc(N2CCCC2)nc(N2CCCC2)n1	2.6	-2	0	-4	-4	17	-7	-17
C=CCN(c1ccccc1)S(=O)(=O)c1cccc(C(=O)N(CC)CC(=O)Nc2c(F)cccc2F)c1	-0.4	2	0	0	1	4	-4	-6
COc1ccc(C2=NCC(CSc3nnnn3C)S2)cc1 (stereo unspecified)	0.1	2	2	7	-6	-24	10	-5
CC1CC(C)CN(S(=O)(=O)c2ccc(C(=O)N3CCOCC3)cc2)C1 (stereo unspecified)	0.2	2	12	-4	-1	18	-13	-16
CCOC(=O)C1CCC(CN(Cc2ccccc2)S(=O)(=O)c2ccc([N+](=O)[O-])cc2)CC1 (stereo unspecified)	0.8	-2	8	13	7	19	-9	14
COc1ccccc1NC(=S)NNC(=O)c1ccncc1	0.7	0	-2	-2	0	8	-3	0
O=C(NC(=S)NNS(=O)(=O)c1ccc(Cl)cc1)c1cccnc1	-1.3	-5	6	-18	1	3	-11	-7
COc1cccc(C2C=C(c3cccs3)Nc3ncnn32)c1OC (stereo unspecified)	-2.1	-2	-7	-4	-7	-420	8	-2
CCc1cc(C(=O)c2ccc(OC)cc2)c(N)s1	2.0	-1	0	-1	2	12	16	-16
N#CCC(=O)N/N=C/c1cn(Cc2ccc3ccccc3c2)c2ccccc12	6.3	8	-1	0	-10	-4	11	8
COC(=O)CNC(=O)c1ccccc1	-0.1	0	7	-7	-31	51*	-10	4
CCN1CCN(C(=O)CSc2nc3c(c(=O)n(C)c(=O)n3C)n2C)CC1	0.0	2	-1	0	2	6	12	1
Cc1cnc(C(=O)NC2CC(C)(C)Cc3c2cnn3-c2ccccc2)cn1 (stereo unspecified)	-0.4	1	4	-2	-7	-2	0	3
O=C(NCCN1CCOCC1)Nc1ccc(Cl)cc1	-0.9	0	-2	1	-11	11	-3	-4
COc1ccc(Cc2c3cc(OC)c(OC)cc3cc[n+]2C)cc1OC	-0.9	0	-6	3	-8	60*	35	20
Cc1cc(NC(=O)CCC(=O)N(CC(=O)NCC2CCCO2)c2ccc(Cl)c(Cl)c2)no1 (stereo unspecified)	-2.5	-1	-3	6	-1	10	-16	-16
CC(=O)Nc1ccc(Oc2nc(C(F)(F)F)nc3ccccc23)cc1	-0.2	0	-3	-7	0	2	-12	-3
CC(C)Nc1nc(Cl)nc(N(C#N)CN2C(=O)c3ccccc3C2=O)n1	-15	-1	1	-2	-1	20	-18	-8

Record cards (already shown).
C=CCN(c1ccccc1)S(=O)(=O)c1cccc(C(=O)N(CC)CC(=O)Nc2c(F)cccc2F)c1 is listed as MPTP block: -0.4; NR3A LBD binder: 2; SENP7 block: 0; HKDC1 inh: 0; ATG4B inhibitor: 1; SENP8 block: 4; PfGluPho inh: -4; SENP6 inh: -6
CCN(CC)CCN(Cc1cc2cc3c(cc2[nH]c1=O)OCCO3)C(=S)NCC1CCCO1 (stereo unspecified) is listed as MPTP block: -2.9; NR3A LBD binder: 1; SENP7 block: -3; HKDC1 inh: -3; ATG4B inhibitor: -4; SENP8 block: -206; PfGluPho inh: -11; SENP6 inh: -6
Cc1cnc(C(=O)NC2CC(C)(C)Cc3c2cnn3-c2ccccc2)cn1 (stereo unspecified) is listed as MPTP block: -0.4; NR3A LBD binder: 1; SENP7 block: 4; HKDC1 inh: -2; ATG4B inhibitor: -7; SENP8 block: -2; PfGluPho inh: 0; SENP6 inh: 3

Later entries:
SMILES	MPTP block	NR3A LBD binder	SENP7 block	HKDC1 inh	ATG4B inhibitor	SENP8 block	PfGluPho inh	SENP6 inh
CC(=O)Nc1ccc2nc(NS(=O)(=O)c3ccc(C)cc3)sc2c1	-1.4	-1	7	7	-6	-44	-7	13
CCOC(=O)N1CCN(C(=O)c2cccc(N3C(=O)NC4CC3(C)Oc3ccccc34)c2)CC1 (stereo unspecified)	-0.8	-3	-3	-4	-7	18	-1	1
Cc1cccc(N(CC(=O)NC2CCCCC2)C(=O)c2csnn2)c1	-0.9	-1	0	-7	6	2	-8	-4
CSc1nnc(CCNC(=O)OC(C)(C)C)o1	1.7	1	7	-4	0	24	-2	-4
COC(=O)C(CC(C)C)NC(=O)c1cccs1 (stereo unspecified)	-0.8	1	2	-1	-9	23	-16	-6
O=C(CCN1C(=O)C2C3CCC(C3)C2C1=O)Nc1ccc([N+](=O)[O-])cc1 (stereo unspecified)	2.4	-2	-8	-10	-13	6	0	-12
COC(=O)c1nnn(CC(=O)Nc2cccc(Cl)c2C)c1C(=O)OC	-0.6	-1	-6	-1	-5	18	3	-28
CCOc1ccc(NC(=O)Nc2ccc3nccnc3c2)cc1	-3.4	24*	3	0	-10	-20	5	7
COc1ccc(NC(=O)OC(C)C)cc1	-0.9	-3	25	-1	4	32	2	55*
COc1ccc(NC(C)C(=O)Nc2ccc(C(C)(C)C)cc2)cc1Cl (stereo unspecified)	1.6	-2	-1	5	-9	12	24	-6
CC(=O)Nc1ccc(S(=O)(=O)N2CCC(N3CCCC3)CC2)cc1	-1.9	2	-11	2	-2	4	-6	-7
CCCCn1nnnc1NCc1cc(Cl)c(OC)c(OC)c1	2.1	-1	8	-3	-1	11	-15	4
Cc1ccc(OCCCC(=O)N2CCN(S(=O)(=O)c3cccc(F)c3)CC2)cc1	-2.1	-4	2	-1	-7	10	-12	-8

Hits appear at their usual frequency, and some 6.9% of all compounds hit somewhere here.
